NCI-60 one-dose screen, 48 h, at 10 µM unless noted. Numbers give growth in % (100 = growth as untreated, 0 = no growth, -100 = all killed).
UO-31: UO-31 renal cancer | actives 5.2% (n = 81,000) | AID 1794768
SN12C: SN12C renal cancer cells; actives 3.8% (n = 81,000)
TK-10: TK-10 renal cancer cells; actives 3.9% (n = 81,000)
HT29: HT29 colon cancer. actives 7.4% (n = 81,000)
HCC-2998: HCC-2998 colon cancer; actives 4.7% (n = 79,000); AID 1794799
SW-620: SW-620 colon cancer | actives 5.2% (n = 82,000)
HCT-116: HCT-116 colon cancer. actives 7.3% (n = 82,000)
786-0: 786-0 renal cancer cells. actives 5.1% (n = 81,000)
HCT-15: HCT-15 colon cancer. actives 5.2% (n = 82,000)
Active calls of the source: *; / = no result given; & = joins results of further samples; [ ] = dose if it differs, or a comment. How the source made its calls: active means growth percent below 10; inactive means the rest.

SMILES	UO-31	SN12C	TK-10	HT29	HCC-2998	SW-620	HCT-116	786-0	HCT-15
CCCCCC(C)OC(=O)c1ccccc1 (stereo not given)	94	96	98	105	104	107	110	103	93
O=C(CNc1nc(-c2ccccc2)cs1)Nc1cccc(Cl)c1	10.0*	41	52	32	33	36	28	55	5.5*
O=c1cc(-c2ccccc2)[nH]c(=S)[nH]1	79	102	96	101	104	104	101	97	107
COc1ccc(C(=O)c2cc(OC)c3c(c2)OCO3)cc1O	47	31	66	/	16	25	7.7*	44	19
CSc1nc(NCC(C)C)nc(NCC(C)C)n1	95	94	110	99	117	107	93	97	/
O=C(O)C(c1ccccc1)C(O)(CCl)c1ccccc1 (stereo not given)	90	103	116	115	109	111	114	107	96
c1coc(-c2cc3nc(N4CCOCC4)nc(-c4ccco4)n3n2)c1	78	99	118	97	100	99	97	96	100
CC(C)c1ccc(NC(=O)Nc2ccc(NC(=O)CCCC(=O)NOCc3ccccc3)cc2)cc1	85	93	103	79	66	107	93	101	100
N#Cc1c(Nc2ccc(Cl)cc2)nc2n(c1=O)-c1ccccc1Sc1ccccc1-2	46	71	109	66	99	85	60	77	71
N#Cc1ccccc1/C=N/NC1=NCCN1S(=O)(=O)c1ccc(Cl)cc1	79	94	104	101	106	99	92	95	100
COc1ccc(-c2nnc(COc3ccc(NC(=O)c4ccc(Cl)c(Cl)c4)cc3F)o2)cc1	92	81	91	79	97	102	91	91	92
COc1ccc(C(=S)N2CCN(c3ccc(C)cc3)CC2)cc1OC	88	98	105	100	95	111	98	102	102
CNC(=O)c1nc(Nc2ccc(NC(=O)Nc3ccc(Cl)c(Cl)c3)cc2)c2ccccc2n1	81	96	73	88	104	107	81	81	89
O=C(O)CNC(CO)(CO)CO	92	110	109	/	107	101	105	109	110
C=CCOC(c1ccc2c(c1)OCO2)C(C)Br (stereo not given)	90	99	100	104	107	104	115	104	97
CNc1ccc2c(c1)Cc1ccccc1-2	75	103	110	106	109	94	95	106	92
CCCCCCCCCCP(=O)(O)CCCCCCCCCC	/	102	96	103	126	110	99	95	102
C[C@@H]1C(=O)O[C@H]2[C@H]1CC/C(Cn1cc(-c3cc(C(F)(F)F)cc(C(F)(F)F)c3)nn1)=C\CC[C@@]1(C)O[C@@H]21	55	83	96	67	85	88	59	83	74
C=CCOC(=O)COC(=O)C(C)(C)OC(C)=O	90	94	97	103	104	101	105	93	100
N#Cc1c(-c2cc(=O)oc3ccc(Cl)cc23)nn(-c2ccccc2)c1N	72	90	102	80	97	101	84	87	61
Nc1nn(C(=O)Nc2ccc(Cc3ccccc3)cc2)c2ccc(Cl)cc12	44	64	80	74	2.3*	82	43	64	37
Clc1ccc(Sc2nc(Cl)nc(NC3CCCC3)n2)cc1	71	96	106	106	106	100	91	100	94
O=S(=O)(Nc1ccccc1-c1ccccc1)c1ccccc1	62	101	124	105	106	101	90	94	100
COc1ccc(OC)c(/C=C2\C(=O)ON=C2C)c1	89	107	98	103	110	100	98	104	103
Cc1nc(-c2ccccc2)no1	101	118	127	106	100	99	95	105	121
Cc1nn(-c2ccccc2)c(N2CCOCC2)c1/C=C/C(=O)c1ccc(Cl)cc1	56	82	/	78	99	83	57	82	78
Cc1nc(C(Cl)(Cl)Cl)[nH]c(=O)c1SCCO	101	86	101	/	115	97	108	118	104
Cc1[nH]c(/C=C/C(=O)c2cccs2)c(C)c1C(=O)NCC(F)(F)F	97	99	96	96	104	102	109	89	91
O=C(OCC1CCC=CO1)C1CCC=CO1 (stereo not given)	100	106	106	104	125	110	109	109	104
O=[N+]([O-])c1ccc(Oc2cccnc2)c([N+](=O)[O-])c1	58	97	68	-4.5*	/	1.5*	8.4*	93	53
CCc1c(C(=O)NC2c3cc(Cl)ccc3CCC2O)[nH]c(C)c1C(C)=O (stereo not given)	58	67	63	34	68	43	30	62	27
O=C(O)C1C2C=CC(O2)C1C(=O)Nc1ccccn1 (stereo not given)	82	89	102	108	101	103	99	102	115
O=C(COc1cccc(/C=C2\Oc3ccccc3C2=O)c1)c1ccc([N+](=O)[O-])cc1	81	93	119	108	97	113	92	102	94
O=C(C(O)C(O)C(O)C(O)CO)N(C1CCCCC1)C1CCCCC1 (stereo not given)	96	102	/	103	90	105	84	95	95
COc1ccc(CN2c3ccccc3CCc3ccccc32)cc1F	43	39	63	1.6*	31	21	2.3*	34	25
Cc1sc2ncn(CC(=O)Nc3ccc(S(=O)(=O)Nc4ncccn4)cc3)c(=O)c2c1C	67	95	105	96	106	105	102	108	102
Cc1ccc(N)cc1[N+](=O)[O-]	83	109	107	123	93	100	101	108	106
Cc1ccc(-c2ccnc3c(C#N)c(Nc4ccccc4)nn23)cc1	85	100	108	109	101	107	107	103	99
COc1ccc(-c2cn(-c3ccc(Cl)cc3)c(SCC(=O)c3ccc(C)cc3)n2)cc1	85	105	87	78	99	92	80	90	92
O=C1CC(=O)N(CCc2ccncc2)C(=O)N1CCc1ccncc1	91	99	79	83	115	107	97	93	102
O=C1/C(=C/c2ccc(F)cc2)N=C2SCCCN12	109	/	91	91	/	103	100	85	96
Cc1ncc(C(=O)Nc2ccc(CN3CCN(C)CC3)c(C(F)(F)F)c2)cc1C#Cc1c(N)ncc2ccc(C#N)cc12	19	33	37	12	58	34	14	-51*	28
CCCCNC(=O)c1cc(Br)cc(C2CCCCC2)c1O	54	75	97	101	102	104	91	81	99
CC(=O)c1ccc(-n2c(C)nc3ncccc3c2=O)cc1	83	96	98	82	102	100	76	102	103
NC(=S)N1N=C(c2ccc(N3CCNCC3)cc2)CC1c1cccs1 (stereo not given)	93	118	126	101	109	103	105	112	104

3 structures already listed, sorted by length of the SMILES, rising.
SMILES	UO-31	SN12C	TK-10	HT29	HCC-2998	SW-620	HCT-116	786-0	HCT-15
O=C1CC(=O)N(CCc2ccncc2)C(=O)N1CCc1ccncc1	91	99	79	83	115	107	97	93	102
NC(=S)N1N=C(c2ccc(N3CCNCC3)cc2)CC1c1cccs1 (stereo not given)	93	118	126	101	109	103	105	112	104
Cc1sc2ncn(CC(=O)Nc3ccc(S(=O)(=O)Nc4ncccn4)cc3)c(=O)c2c1C	67	95	105	96	106	105	102	108	102

New compounds follow
SMILES	UO-31	SN12C	TK-10	HT29	HCC-2998	SW-620	HCT-116	786-0	HCT-15
COc1ccc(COC=O)cc1	92	101	103	104	94	108	99	103	107
C=CCN1C(=O)c2cccc3c(-c4ccc5c(c4)c(-c4nc6ccccc6s4)cn5CC=C)ccc(c23)C1=O	67	93	151	106	104	97	104	99	102
CN(Cc1ccccc1)CC1C2CCC(C2)C1O (stereo not given)	101&84	113&98	94&112	105&113	102&106	100&109	116&110	102	104&107
COc1ccccc1/C=C1\Oc2ccc(O)cc2C1=O	83	100	95	103	97	106	97	97	100
CSc1ccc(-c2nc3ccccc3[nH]2)cc1	75	91	109	101	101	100	92	92	96
Cc1cc(=O)[nH]c2[nH][nH]c(=O)c12	81	101	102	105	107	114	107	105	114
C#Cc1cccc(NC(=O)Nc2ccc(N=C=S)cc2)c1	82[8.25 µM]	95[8.25 µM]	104[8.25 µM]	98[8.25 µM]	98[8.25 µM]	100[8.25 µM]	92[8.25 µM]	92[8.25 µM]	92[8.25 µM]
C#CCOc1ccc(/C=N/Nc2nc(-c3ccc(OC)cc3)cs2)cc1OC	62	78	156	82	87	90	46	96	67
O=C(CSc1nnc(-c2cc(-c3ccccc3)nc3ccccc23)n1-c1ccccc1)Nc1ccc(Cl)cc1	69	88	121	113	116	105	96	101	101
COC(=O)C(Cc1cn(-c2ccc3oc(=O)ccc3c2)nn1)(Cc1cn(-c2ccc3ccc(=O)oc3c2)nn1)C(C)=O (stereo not given)	84	101	114	105	109	101	109	106	100
CC1(C)C=CC[C@]2(C)[C@H]3CC[C@@H]4[C@H]5[C@H](C(=O)/C=C/c6cccnc6)CC[C@]5(CO)CC[C@@]4(C)[C@]3(C)CC[C@@H]12	-100*	-40*	-91*	-28*	-67*	-59*	-89*	-60*	-62*
C#CC1(OCCOC(=O)NC)CCCCC1	95	111	115	117	121	118	110	113	131
CCOC(=O)c1sc(/N=C2\NC(=O)/C(=C/c3ccc(Cl)cc3)S2)nc1C	69	95	107	96	99	110	88	85	89
CCCCc1nc(Cl)c(C2CC(c3ccc(S(N)(=O)=O)cc3)=NN2C(C)=O)[nH]1 (stereo not given)	84	106	92	103	112	104	87	94	101
C=CC[n+]1c(C)ccc2ccccc21	68	/	95	90	113	98	82	102	103
CCC(=O)Nc1ccc(OCc2nnc(-c3ccc(Cl)cc3)o2)c(F)c1	87	97	109	108	95	112	97	102	100
Cc1cc(C)c(C(=O)C[n+]2ccc3ccccc3c2)c(C)c1	63	92	109	36	96	83	89	99	103
O=C(O)CCc1cccc2c1OCO2	100	97	84	97	106	99	99	97	101
N#Cc1c(-c2cccc([N+](=O)[O-])c2)cc(-c2ccc(Nc3nc(Nc4ccc(F)cc4)nc(Nc4ccc(F)cc4)n3)cc2)nc1N	84	137	128	113	113	108	108	95	103
NNC(=O)c1cc2ccc1CCc1ccc(cc1)CC2	100	97	115	94	110	101	101	/	95
COc1ccc(OC2=C(C#N)C(=N)N3c4ccccc4Sc4ccccc4C3N2)cc1 (stereo not given)	60	94	120	119	95	/	103	105	105
C/C=C(\C)C(=O)O[C@@H]1C2C(=O)[C@@](C)([C@@H]([C@@H](O)C(=O)OC)C1(C)C)[C@H]1CC[C@]3(C)C(CC(=O)O[C@H]3c3ccoc3)[C@]13OC23 (stereo not given in full)	87	91	87	99	100	102	101	91	101
CO[C@]1(CO)O[C@@H](n2cc(C)c(=O)[nH]c2=O)C[C@@H]1O	97	98	93	92	102	98	92	100	104
O=C(/C=C/c1cccc(Nc2ccnc3cc(Cl)ccc23)c1)c1ccc(Cl)cc1	30	38	49	22	71	25	14	58	55
C[C@]12CC[C@H]3[C@@H](CC=C4C[C@@H](O)CC[C@@]43C)[C@@H]1CC[C@@H]2C(=O)C/C=N/O	-95*	92	100	81	94	102	79	91	86
C=CCn1c(SC/C(=N/O)c2ccccc2)nnc1-c1cc(-c2ccc(S(N)(=O)=O)cc2)nc2ccccc12	64	94	127	104	104	98	95	86	95
Cc1noc(C)c1C(=O)OCc1coc2ccccc2c1=O	49	65	71	66	105	32	41	55	53
O=C(Nc1cccc(C(F)(F)F)c1)c1cncc(C#Cc2cnc3ccc(N4CCOCC4)nn23)c1	-32*	4.7*	27	5.7*	-4.9*	2.2*	0.4*	-23*	-17*
O=C(Cc1ccccc1Nc1c(Cl)cccc1Cl)NN1C(=O)/C(=C/N2N=C(c3ccc4ccccc4c3)CC2c2ccc(F)cc2)SC1=S (stereo not given)	88	103	104	84	114	101	78	95	102
CCOc1ccccc1[C@H]1C(C(=O)c2ccc(Cl)cc2)C2(N[C@@H]1c1ccccc1)C(=O)Nc1ccc(Br)cc12 (stereo not given in full)	5.4*	-87*	27	-62*	-22*	16	-93*	-76*	-5.6*
O=C(/C=C/c1cccc2ccccc12)Nc1ncc(Cc2ccccc2)s1	32	32	32	14	54	14	8.9*	34	12
C=C1CC[C@@H]2[C@](C)(COC(C)=O)[C@@H](O)CC[C@@]2(C)[C@@H]1COc1ccc2ccc(=O)oc2c1	92	95	101	100	116	105	102	100	91
CCN1C2=C(SC(=S)C1=C1SC(C(=O)OC)=C(C(=O)OC)S1)SC(=Nc1ccc(OC)cc1)C2=O	-73*	-12*	30	-6.1*	-66*	-67*	-80*	-65*	-21*
Cc1oc2c(c(C)nn2-c2ccccc2)c(=O)c1Cl	84	103	97	95	100	114	/	/	95
O=C(Nc1cc(Cl)ccc1Cl)P(=O)(O)c1ccccc1	79	103	113	118	100	102	99	107	97
COc1ccc(-c2nc3ccc(-c4nnc(SCC(=O)Nc5ccccc5)o4)cc3[nH]2)cc1OC	84	103	124	113	107	109	101	105	101
C1=C(c2ccccc2)c2ccccc2C1	69	/	119	105	91	98	96	86	88
CC12CC[C@@H]3[C@]4(C)COC(c5ccccc5Br)O[C@@H]4CC[C@@]3(C)[C@@H]1CC(C1=CCOC1=O)O2 (stereo not given in full)	56	91	82	75	84	98	54	89	82
COc1ccc(-c2nnc(-c3c(-c4ccc(F)cc4)nc4ccccn34)o2)cc1OC	88	100	123	107	100	113	100	100	112
O=C1/C(=C/c2cc(O)c(O)c(O)c2)Oc2cc(O)ccc21	92	111	103	109	112	109	83	99	109
C=CCN(CC=C)C(=O)OCC	97	111	102	96	99	105	99	98	106
CCOC(=O)C(Nc1ccc(F)cc1)c1cc(C(C)C)c(N)c(C(C)C)c1 (stereo not given)	87	99	92	100	88	104	102	98	96
COc1ccc(-n2c(CO)ccc2CNc2ccccc2OC)cc1	48	76	99	73	91	72	56	90	62
CCN1CCN(C(C(=O)NC2CCCCC2)c2ccc(Cl)cc2)C(=O)c2ccccc2C1=O (stereo not given)	88	98	97	92	103	97	81	91	103

In the list so far, 9 have an NH in an aromatic ring:
SMILES	UO-31	SN12C	TK-10	HT29	HCC-2998	SW-620	HCT-116	786-0	HCT-15
O=c1cc(-c2ccccc2)[nH]c(=S)[nH]1	79	102	96	101	104	104	101	97	107
Cc1nc(C(Cl)(Cl)Cl)[nH]c(=O)c1SCCO	101	86	101	/	115	97	108	118	104
Cc1[nH]c(/C=C/C(=O)c2cccs2)c(C)c1C(=O)NCC(F)(F)F	97	99	96	96	104	102	109	89	91
CCc1c(C(=O)NC2c3cc(Cl)ccc3CCC2O)[nH]c(C)c1C(C)=O (stereo not given)	58	67	63	34	68	43	30	62	27
CSc1ccc(-c2nc3ccccc3[nH]2)cc1	75	91	109	101	101	100	92	92	96
Cc1cc(=O)[nH]c2[nH][nH]c(=O)c12	81	101	102	105	107	114	107	105	114
CCCCc1nc(Cl)c(C2CC(c3ccc(S(N)(=O)=O)cc3)=NN2C(C)=O)[nH]1 (stereo not given)	84	106	92	103	112	104	87	94	101
CO[C@]1(CO)O[C@@H](n2cc(C)c(=O)[nH]c2=O)C[C@@H]1O	97	98	93	92	102	98	92	100	104
COc1ccc(-c2nc3ccc(-c4nnc(SCC(=O)Nc5ccccc5)o4)cc3[nH]2)cc1OC	84	103	124	113	107	109	101	105	101
